Source: PubChem BioAssay
PLCb3 inh = inhibitors of human phospholipase C beta3; Q01970; Purified PLC-beta3, fluorogenic substrate, fluorescence; inhibition, % at 12.2 µM; 370,000 tested, 0.18% active; in the data active = inhibition above about 11%;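 also: 0% = median of compound wells on plate and 100% = full blocker control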
DAX1 inh-1 = blocks DAX1 repression of SF-1 activated StAR promoter | inhibition, % at 6.8 µM | HEK293T StAR-luciferase reporter, SF-1/DAX-1 repression relief | 370,000 tested, 1.1% active | AID 652010;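 active = inhibition above the mean over all tested compounds plus 3 SD, cut at about 3.6% in these data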;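 also: 0% = DAX-1 cells with DMSO and 100% = cells lacking DAX-1 with DMSO; higher inhibition means more luminescence from relief of DAX-1 repression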
PG9 binder = PG9 antibody binding by small molecule. TR-FRET gp120-PG9 antibody binding. inhibition, % at 6.7 µM. 360,000 tested, 0.43% active. AID 624416; in the data active = inhibition above about 8.5%
hcDAF-12 act = activators of H. contortus DAF-12 nuclear receptor; activation, % at 6.8 µM; HEK293 hcDAF-12 lit1-tk-luc reporter, luminescence; 0% DMSO, 100% Δ7-dafachronic acid; AID 652067; 370,000 tested, 1.4% active;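 active = activation above the mean of all tested compounds plus 3 SD, cut at about 5.5% in these data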;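 also: 100% = response to 3 µM Δ7-dafachronic acid high control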
ssDAF12 agonist = activators of S. stercoralis DAF-12 nuclear receptor. HEK293 ssDAF-12/GRIP1 lit1-tk-luc reporter, luminescence; % of 3 µM dafachronic acid response. activation, % at 6.8 µM. 370,000 tested, 1% active;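 active = activation above the mean over all tested compounds plus 3 SD, cut at about 0.9% in these data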;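 also: 0% = DMSO-only wells and 100% = 3 µM delta7-dafachronic acid wells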
NR1D1 modulator = modulates human Rev-erb alpha binding to DNA | P20393 | Rev-erbα–FITC-DNA binding, fluorescence polarization, 90 min | activity, % at 10 µM | 370,000 tested, 0.79% active | AID 1259318;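 active = activity above about 14%, limit read from the data; passing the limit was not always enough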;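 also: 0% = DMSO wells with 35 nM protein and 100% = DMSO wells with 750 nM protein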
Target sequence (P20393 whole entry, looked up): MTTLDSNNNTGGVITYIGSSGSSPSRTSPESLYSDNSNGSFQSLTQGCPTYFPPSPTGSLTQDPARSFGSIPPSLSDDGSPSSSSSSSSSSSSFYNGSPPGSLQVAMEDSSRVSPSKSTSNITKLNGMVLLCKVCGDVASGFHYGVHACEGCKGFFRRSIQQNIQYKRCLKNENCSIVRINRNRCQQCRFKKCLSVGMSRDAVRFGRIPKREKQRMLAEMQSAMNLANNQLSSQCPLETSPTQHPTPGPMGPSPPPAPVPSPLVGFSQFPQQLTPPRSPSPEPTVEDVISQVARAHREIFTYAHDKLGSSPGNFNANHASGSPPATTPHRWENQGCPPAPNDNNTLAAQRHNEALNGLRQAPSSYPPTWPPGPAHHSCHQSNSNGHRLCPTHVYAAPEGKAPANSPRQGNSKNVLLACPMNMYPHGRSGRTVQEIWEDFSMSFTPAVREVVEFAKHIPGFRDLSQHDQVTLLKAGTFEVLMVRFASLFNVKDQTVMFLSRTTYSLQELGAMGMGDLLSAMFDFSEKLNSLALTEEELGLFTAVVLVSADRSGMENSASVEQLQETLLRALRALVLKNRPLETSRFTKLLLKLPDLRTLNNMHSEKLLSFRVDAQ
FXN GAA850 act = increases GAA850 frataxin promoter reporter activity; HEK293 lucGAA850 FXN promoter luciferase reporter, 24 h; percent of 10 µM SAHA response; activation, % at 6 µM; 360,000 tested, 0.56% active;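 active = activation above the average of all compounds screened plus 3 SD, cutoff fixed separately per campaign, cut at about 7.5% in these data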;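 also: 0% = DMSO wells and 100% = 10 µM SAHA wells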
DAX1 inh-2 = inhibits human nuclear receptor DAX1. P51843. HEK293 Gal4-DAX1 luciferase reporter, luminescence. inhibition, % at 6.75 µM. 340,000 tested, 0.99% active. AID 504766;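 active = inhibition above the mean over all tested compounds plus 3 SD, cut at about 4.2% in these data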;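 also: 0% = DAX1-transfected cells with DMSO and 100% = empty-vector control cells with DMSO; inhibition shows as a rise in luminescence from relieved DAX1 repression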
Target sequence (P51843 207-470 limits assumed): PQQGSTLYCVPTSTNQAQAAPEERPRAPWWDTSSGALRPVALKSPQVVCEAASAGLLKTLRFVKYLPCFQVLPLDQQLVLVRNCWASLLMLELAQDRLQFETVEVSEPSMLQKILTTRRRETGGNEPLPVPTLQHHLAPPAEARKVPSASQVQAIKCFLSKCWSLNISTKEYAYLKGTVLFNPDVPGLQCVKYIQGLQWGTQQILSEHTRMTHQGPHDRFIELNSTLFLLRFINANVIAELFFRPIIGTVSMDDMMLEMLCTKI
hgDAF12 agonist = hgDAF-12 agonism, primary luciferase screen; HEK293 GAL4-hgDAF12 UAS-luciferase reporter, agonist luminescence; normalized to butyrate control; activation, % at 6.8 µM; 370,000 tested, 1.8% active;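 active = activation above a cutoff set at the mean of all screened compounds plus 3 SD, cut at about 10% in these data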;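 also: 0% = DMSO wells and 100% = sodium butyrate wells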
sPLA2-III inh = Inhibits HGIII-sPLA2 liposome hydrolysis, primary screen. QFRET BODIPY PC-A2 liposome hydrolysis, fluorescence. inhibition, % at 12.2 µM. 370,000 tested, 0.56% active. Q9NZ20;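 active = inhibition above mean plus 3 SD of compounds lying within the high and low control bounds, cut at about 19% in these data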;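 also: 0% = median of test compound wells and 100% = no enzyme DMSO wells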
SMARCA2 activ = SMARCA2 function activation, primary screen. 370,000 tested, 1% active. MG213 cells, MMTV-luciferase reporter, dexamethasone, overnight. activation, % at 9.1 µM; in the data active = activation above about 7.8%;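 also: 0% = vehicle wells and 100% = reference activator wells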
Numbers without * were called inactive.

How did COc1ccc(C(O)c2ncc(-c3ccccc3OC)[nH]2)cc1 (configuration not stated) do in these assays?
PLCb3 inh: -9; DAX1 inh-1: -0.1; PG9 binder: -1.1; hcDAF-12 act: 1.1; ssDAF12 agonist: -1.2; NR1D1 modulator: -1; FXN GAA850 act: 1.1; hgDAF12 agonist: -1.4; sPLA2-III inh: 9; SMARCA2 activ: -1

How did O=C(CCl)N(C/C=C/c1ccccc1)c1ccc2c(c1)OCCO2 do in these assays?
PLCb3 inh: -31; DAX1 inh-1: -2.7; PG9 binder: 0.0; hcDAF-12 act: -0.9; ssDAF12 agonist: -1.6; NR1D1 modulator: -9; FXN GAA850 act: -12; DAX1 inh-2: -2.0; hgDAF12 agonist: -3.8; sPLA2-III inh: 0; SMARCA2 activ: -12

How did C[C@@H]1Cn2cnc(C(=O)N[C@@H](C)c3ccccc3)c2C(=O)N1 do in these assays?
PLCb3 inh: 3; DAX1 inh-1: 0.7; PG9 binder: -0.1; hcDAF-12 act: 3.5; ssDAF12 agonist: -1.1; NR1D1 modulator: 5; FXN GAA850 act: -1.0; DAX1 inh-2: 0.1; hgDAF12 agonist: 1.2; sPLA2-III inh: 1; SMARCA2 activ: -2

Results for COc1ccc(CCNC(=O)COC(=O)c2cc(OC)c(OC)cc2OC)cc1 ?
PLCb3 inh: 2; DAX1 inh-1: 0.1; PG9 binder: -0.3; hcDAF-12 act: -2.0; ssDAF12 agonist: 0.2; NR1D1 modulator: 6; FXN GAA850 act: 0.7; DAX1 inh-2: -0.2; hgDAF12 agonist: 1.4; sPLA2-III inh: 3; SMARCA2 activ: -3

How did COc1ccc2cc(CN(C)C(=O)CN3C(=O)NC4(CCCC4)C3=O)ccc2c1 do in these assays?
PLCb3 inh: 0; DAX1 inh-1: -0.7; PG9 binder: -1.1; hcDAF-12 act: -2.1; ssDAF12 agonist: -0.8; NR1D1 modulator: -3; FXN GAA850 act: 0.1; DAX1 inh-2: 0.7; hgDAF12 agonist: -0.2; sPLA2-III inh: -7; SMARCA2 activ: -2

What do the screens show for `Cc1ccccc1NC(=O)Nc1ccccc1Br`?
PLCb3 inh: 2; DAX1 inh-1: 0.4; PG9 binder: 0.9; hcDAF-12 act: -0.7; ssDAF12 agonist: -1.4; NR1D1 modulator: -7; FXN GAA850 act: -1.9; DAX1 inh-2: -0.2; hgDAF12 agonist: 2.5; sPLA2-III inh: -1; SMARCA2 activ: 2

What do the screens show for `COc1ccc(N2CCN(Cc3cc4c(cc3O)CCC4)CC2)cc1`?
PLCb3 inh: -1; DAX1 inh-1: 0.2; PG9 binder: 2.6; hcDAF-12 act: -0.8; ssDAF12 agonist: -1.5; NR1D1 modulator: -2; FXN GAA850 act: -2.0; DAX1 inh-2: -0.3; hgDAF12 agonist: -1.3; sPLA2-III inh: 7; SMARCA2 activ: -5

What do the screens show for `CCn1cc(CN2CCC(n3nccc3NC(=O)c3ccccc3OC)CC2)cn1`?
PLCb3 inh: -3; DAX1 inh-1: 0.0; PG9 binder: 0.0; hcDAF-12 act: -0.8; ssDAF12 agonist: -1.0; NR1D1 modulator: 1; FXN GAA850 act: 0.6; DAX1 inh-2: 0.6; hgDAF12 agonist: -0.7; sPLA2-III inh: -1; SMARCA2 activ: 0

How did COc1cccc(CC2(CO)CCCN(Cc3[nH]c4ccc(C)cc4c3C)C2)c1 (configuration not stated) do in these assays?
PLCb3 inh: -23; DAX1 inh-1: -0.3; PG9 binder: 0.7; hcDAF-12 act: 0.0; ssDAF12 agonist: -0.4; NR1D1 modulator: 0; FXN GAA850 act: 2.8; DAX1 inh-2: -0.7; hgDAF12 agonist: -1.3; sPLA2-III inh: -25; SMARCA2 activ: -3

What do the screens show for `CN(CC(=O)Nc1ccccc1Cl)C(=O)COC(=O)CSc1ccc(Cl)cc1`?
PLCb3 inh: -4; DAX1 inh-1: 0.0; PG9 binder: -0.2; hcDAF-12 act: -1.5; ssDAF12 agonist: -0.7; NR1D1 modulator: -8; FXN GAA850 act: -0.8; DAX1 inh-2: -0.9; hgDAF12 agonist: -0.1; sPLA2-III inh: -12; SMARCA2 activ: -3

How did CC(C)(C)c1cc(NC(=O)c2ccco2)no1 do in these assays?
PLCb3 inh: -3; DAX1 inh-1: 13*; PG9 binder: -2.3; hcDAF-12 act: 14*; ssDAF12 agonist: 1.0*; NR1D1 modulator: -2; FXN GAA850 act: 3.4; DAX1 inh-2: 0.7; hgDAF12 agonist: 14*; sPLA2-III inh: -2; SMARCA2 activ: 5

How did CC(C)CCn1c(=S)[nH]c2ncccc2c1=O do in these assays?
PLCb3 inh: 1; DAX1 inh-1: 0.5; PG9 binder: -0.7; hcDAF-12 act: -0.8; ssDAF12 agonist: -1.5; NR1D1 modulator: -6; FXN GAA850 act: -0.4; DAX1 inh-2: 0.0; hgDAF12 agonist: 0.2; sPLA2-III inh: 1; SMARCA2 activ: 1

What do the screens show for `CSc1ccc(CCNC(=O)c2ccc(CS(=O)Cc3ccccc3Cl)o2)cc1` (configuration not stated)?
PLCb3 inh: -12; DAX1 inh-1: -0.6; PG9 binder: -3.0; hcDAF-12 act: -3.4; ssDAF12 agonist: -1.4; NR1D1 modulator: 2; FXN GAA850 act: -0.4; DAX1 inh-2: -0.4; hgDAF12 agonist: -2.4; sPLA2-III inh: -1; SMARCA2 activ: -1

How did Cc1ccc(-c2[nH]c3cc(C(N)=O)ccc3c(=O)c2O)cc1 do in these assays?
PLCb3 inh: inactive; DAX1 inh-1: 0.2; PG9 binder: 1.9; hcDAF-12 act: 4.3; ssDAF12 agonist: -0.4; NR1D1 modulator: 0; FXN GAA850 act: 0.2; DAX1 inh-2: 0.9; hgDAF12 agonist: 0.5; sPLA2-III inh: -1; SMARCA2 activ: 0

What do the screens show for `O=S(=O)(c1ccccc1)N1CCC(O)(CN2CCN(c3ccccc3)CC2)CC1`?
PLCb3 inh: -5; DAX1 inh-1: -0.1; PG9 binder: -1.0; hcDAF-12 act: -0.6; ssDAF12 agonist: -1.4; NR1D1 modulator: 2; FXN GAA850 act: -0.3; DAX1 inh-2: 0.2; hgDAF12 agonist: 2.9; sPLA2-III inh: 2; SMARCA2 activ: -2

Results for O=C(CN1CCN(c2cnn(-c3ccccc3)c(=O)c2Cl)CC1)NC1CCS(=O)(=O)C1 (configuration not stated) ?
PLCb3 inh: -4; DAX1 inh-1: 0.4; PG9 binder: -2.9; hcDAF-12 act: 1.0; ssDAF12 agonist: -0.8; NR1D1 modulator: 0; FXN GAA850 act: 0.6; DAX1 inh-2: 0.9; hgDAF12 agonist: -1.6; sPLA2-III inh: 13; SMARCA2 activ: -3

Results for Cc1cc(C(=O)N2CCCC(C(=O)c3ccc4ccccc4c3)C2)nn1C (configuration not stated) ?
PLCb3 inh: -25; DAX1 inh-1: -1.0; PG9 binder: 0.2; hcDAF-12 act: -1.8; ssDAF12 agonist: -1.5; NR1D1 modulator: 1; FXN GAA850 act: 1.4; DAX1 inh-2: -2.3; hgDAF12 agonist: -3.5; sPLA2-III inh: -5; SMARCA2 activ: -1

How did CC(C)NC(=O)C1CCCN(S(C)(=O)=O)C1 (configuration not stated) do in these assays?
PLCb3 inh: 0; DAX1 inh-1: 0.1; PG9 binder: 0.9; hcDAF-12 act: -0.9; ssDAF12 agonist: -0.9; NR1D1 modulator: 0; FXN GAA850 act: -1.8; DAX1 inh-2: 0.0; hgDAF12 agonist: -2.0; sPLA2-III inh: -2; SMARCA2 activ: -4

Results for C=CCn1c(SCC(=O)Nc2ccc3c(c2)OCO3)nnc1-c1cc(Br)ccc1O ?
PLCb3 inh: -21; DAX1 inh-1: -0.9; PG9 binder: 0.6; hcDAF-12 act: -2.1; ssDAF12 agonist: -1.3; NR1D1 modulator: -1; FXN GAA850 act: -1.7; DAX1 inh-2: -0.8; hgDAF12 agonist: -0.7; sPLA2-III inh: -40; SMARCA2 activ: 1

What do the screens show for `Cc1ccc(NC(=O)c2ccc([N+](=O)[O-])o2)c(C)c1`?
PLCb3 inh: -3; DAX1 inh-1: -3.1; PG9 binder: -2.1; hcDAF-12 act: -1.2; ssDAF12 agonist: -1.7; NR1D1 modulator: -1; FXN GAA850 act: 2.6; DAX1 inh-2: -1.1; hgDAF12 agonist: -4.0; sPLA2-III inh: -2; SMARCA2 activ: 7

Results for O=C(Cn1nnc(-c2cccc(C(F)(F)F)c2)n1)NNS(=O)(=O)c1cccc(C(F)(F)F)c1 ?
PLCb3 inh: -8; DAX1 inh-1: -0.2; PG9 binder: 1.7; hcDAF-12 act: 0.4; ssDAF12 agonist: -0.9; NR1D1 modulator: 2; FXN GAA850 act: 2.2; DAX1 inh-2: -0.2; hgDAF12 agonist: 0.8; sPLA2-III inh: -14; SMARCA2 activ: -3

Results for Cc1ccccc1NC(=O)c1ccc(S(=O)(=O)N(C)C)cc1 ?
PLCb3 inh: 1; DAX1 inh-1: 0.0; PG9 binder: 1.1; hcDAF-12 act: -0.3; ssDAF12 agonist: -1.6; NR1D1 modulator: -2; FXN GAA850 act: -1.3; DAX1 inh-2: 1.1; hgDAF12 agonist: -2.2; sPLA2-III inh: 11; SMARCA2 activ: -6

How did Cc1ccc(S(=O)(=O)c2nc(-c3cccs3)oc2NCc2cccnc2)cc1 do in these assays?
PLCb3 inh: -48; DAX1 inh-1: -0.9; PG9 binder: -0.9; hcDAF-12 act: -2.2; ssDAF12 agonist: -1.1; NR1D1 modulator: -7; FXN GAA850 act: 0.7; DAX1 inh-2: -0.3; hgDAF12 agonist: -1.1; sPLA2-III inh: -8; SMARCA2 activ: 2

Results for Cc1cc(C)cc(NC(=O)c2ccccc2NC(=O)CCC(=O)O)c1 ?
PLCb3 inh: -2; DAX1 inh-1: -0.2; PG9 binder: -0.3; hcDAF-12 act: -1.4; ssDAF12 agonist: 0.0; NR1D1 modulator: -2; FXN GAA850 act: 0.2; DAX1 inh-2: 0.7; hgDAF12 agonist: -0.5; sPLA2-III inh: 1; SMARCA2 activ: -1

Results for O=C(c1ccc(F)cc1)C1CCN(C(=S)Nc2ccccc2)CC1 ?
PLCb3 inh: 1; DAX1 inh-1: 1.0; PG9 binder: -0.1; hcDAF-12 act: -3.0; ssDAF12 agonist: -1.6; NR1D1 modulator: 2; FXN GAA850 act: -2.4; DAX1 inh-2: 0.8; hgDAF12 agonist: -1.6; sPLA2-III inh: 8; SMARCA2 activ: -2

Results for Cc1c(C(=O)N2CCN(c3ccc(F)cc3)CC2)sc2nc(-c3ccccc3)cn12 ?
PLCb3 inh: 3; DAX1 inh-1: -0.2; PG9 binder: -0.7; hcDAF-12 act: -0.4; ssDAF12 agonist: -1.5; NR1D1 modulator: -7; FXN GAA850 act: -1.4; DAX1 inh-2: -0.9; hgDAF12 agonist: -1.3; sPLA2-III inh: 5; SMARCA2 activ: -2

Compounds as they come. About 7% of those tested had a hit in this group.
